Screening data from PubChem.
esBAF inh – blocks esBAF chromatin remodeling in mouse ES cells. 2% of 350,000 active. AID 602393. Bmi1-luciferase knock-in reporter, 24 h; 100% = twice the neutral-well signal. reporter increase, % at 12.5 µM; in the data active = activation above about 40%; inconclusive = no clear call, values can overlap the other calls;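 also: 0% = median of the plate's neutral control wells and 100% = double that signal; a rise in the Bmi1 reporter signal indicates esBAF inhibition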
S100A4 MyoIIA – blocks human S100A4 binding to myosin IIA peptide | P26447 | S100A4/TAMRA-MyoIIA peptide fluorescence polarization | inhibition, % at 10.7 µM | 0.14% of 360,000 active | AID 652163;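 active = mean inhibition of at least 70% across replicates, with every replicate also reaching that level; inconclusive = mean inhibition reaches 70% but some replicates fall short; inactive = mean inhibition below 70%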
Target sequence (P26447 whole entry, looked up): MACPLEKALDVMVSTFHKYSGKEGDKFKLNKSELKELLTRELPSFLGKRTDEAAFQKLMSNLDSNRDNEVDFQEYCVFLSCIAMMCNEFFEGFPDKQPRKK
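Test system: S100A4 monomer protein. Medium: HEPES buffer with Ca2+, pH 7.2. Reagent: fluorescent myosin IIA peptide, 5 nM. Compound dosing: single-point compound testing. Timing: 5 min between mix addition and reading. Benchmarks: DMSO neutral and TFP positive wells.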
RAD54 inh – blocks human RAD54 Holliday junction branch migration; FAM/BHQ fluorescence; inhibition, % at 10.4 µM; 0.14% of 360,000 active;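 active = mean normalized replicate activity at least 40 and at least half of replicates scoring 40 or more; inconclusive = only one of the two criteria met; inactive = mean below 40 and under half of replicates reaching 40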;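 also: 0% = median of neutral control wells and 100% = median of positive control wells; inhibitors cause a drop in the FAM fluorescence signal; in these data hits start at about 50%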
Target sequence (Q92698 whole entry, looked up): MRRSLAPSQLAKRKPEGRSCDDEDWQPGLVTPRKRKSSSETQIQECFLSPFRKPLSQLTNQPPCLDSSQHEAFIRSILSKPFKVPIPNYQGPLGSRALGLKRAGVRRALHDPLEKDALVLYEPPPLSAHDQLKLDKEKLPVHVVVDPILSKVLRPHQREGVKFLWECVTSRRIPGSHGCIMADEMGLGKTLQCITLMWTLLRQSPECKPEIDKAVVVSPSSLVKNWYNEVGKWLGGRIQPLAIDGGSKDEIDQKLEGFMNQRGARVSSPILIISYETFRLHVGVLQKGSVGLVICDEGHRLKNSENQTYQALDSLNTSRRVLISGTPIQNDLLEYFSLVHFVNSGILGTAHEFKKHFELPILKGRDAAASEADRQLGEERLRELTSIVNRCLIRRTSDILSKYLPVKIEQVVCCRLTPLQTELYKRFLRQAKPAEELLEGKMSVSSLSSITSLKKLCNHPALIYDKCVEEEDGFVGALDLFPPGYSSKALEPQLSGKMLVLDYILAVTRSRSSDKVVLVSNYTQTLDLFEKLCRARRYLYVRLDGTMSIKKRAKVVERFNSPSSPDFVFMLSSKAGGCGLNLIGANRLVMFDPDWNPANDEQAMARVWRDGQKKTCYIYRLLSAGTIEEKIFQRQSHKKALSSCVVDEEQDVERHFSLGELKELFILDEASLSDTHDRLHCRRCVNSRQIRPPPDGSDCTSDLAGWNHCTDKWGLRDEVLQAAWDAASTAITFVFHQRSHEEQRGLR
E-sel inducer – E-selectin induction on HUVECs; HUVEC E-selectin immunofluorescence imaging; normalized: neutral wells 0, TNF-alpha wells 100; activation, % at 7.58 µM; 0.37% of 260,000 active; AID 686992;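 active = mean E-selectin-positive cell signal at least 10% of the positive control, reached in at least 60% of replicates, without over 20% cell loss; inconclusive = no rule given, readout overlaps actives, possibly toxicity-flagged; inactive = the rest, including those meeting only one limit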;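 also: in these data hits start at about 27%; measured in HUVEC primary endothelial cells; signal is the percent of cells scored E-selectin positive by PE staining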
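System: HUVEC / Compound: single concentration / Signal: immunofluorescence imaging / Read-out: percent E-selectin-positive cells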
EWS-Fli inh – inhibitors of EWS/Fli oncoprotein transcriptional activity. A673 NR0B1-luciferase reporter, viability-normalised. inhibition, % at 12.6 µM. 0.67% of 350,000 active. AID 651661;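 active = mean inhibition of at least 50% after viability correction, with every replicate also passing that limit; inconclusive = mean reaches 50% but only one of two replicates passes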;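 also: firefly luciferase signal divided by Alamar Blue viability fluorescence both relative to DMSO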
Xi reactivation – X-chromosome reactivation activator | 0.055% of 360,000 active | XiGFP mouse fibroblasts, % GFP-positive cells imaging, 3 d; cells co-treated with 5-aza-dC sensitizer; scaled so ellipticine positive control = 100% | activation, % at 7.58 µM | AID 743238;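 active = mean normalized replicate activation at least 10% and every replicate at or above 10%; inconclusive = only one of the two criteria met; inactive = mean below 10% and not all replicates reach 10%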;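 also: 0% = median of on-plate neutral control wells and 100% = ellipticine 6 µM median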
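System: 68-5-11 XiGFP fibroblast line; Timing: 3 days compound exposure; Compound dosing: one concentration, pinned; Benchmarks: positive control ellipticine, 6 µM final; Buffer or medium: DMEM containing 5-aza-dC.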
FN deposit inh – fibronectin deposition inhibition; AH1F fibroblasts, Alexa488-fibronectin deposition fluorescence, overnight; inhibition, % at 12.6 µM; 0.086% of 350,000 active;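 active = mean inhibition across replicates of 30% or more, regardless of how many single replicates reach that level; inconclusive = mean under 30% yet at least half of replicates reach 30%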;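 also: positive control wells lacked labelled fibronectin entirely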
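Schedule: 1 h cell adhesion before compound, then overnight fibronectin incubation; test system: AH1F fibroblast monolayer depositing Alexa488-labelled fibronectin into matrix; quantity: 10000 AH1F cells per well; probe or stimulus: fluorescent fibronectin at 24 nM final; signal: fluorescence, ex 485 nm, em 525 nm; evaluation: percent inhibition as loss of matrix-bound fibronectin fluorescence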
RAD52 anneal inh – blocks human RAD52 DNA annealing. 0.46% of 360,000 active. inhibition, % at 18.7 µM. recombinant RAD52 DNA annealing, FRET fluorescence. P43351;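 active = every replicate showing at least 50% inhibition; inconclusive = mean inhibition at least 50% but not in every replicate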
Active calls of the source: *.

Screening COc1ccccc1-c1ccc2n(c1=O)C[C@@H]1[C@@H](CO)[C@H](C(=O)NCCCN(C)C)N(C(C)=O)[C@H]21 returned esBAF inh -1, S100A4 MyoIIA -4, RAD54 inh -21, E-sel inducer 0.3, EWS-Fli inh -2, Xi reactivation 2.9 and RAD52 anneal inh 5.
Screening CNC[C@@H]1Oc2c(NC(=O)Nc3ccccc3)cccc2C(=O)N([C@H](C)CO)C[C@H]1C returned esBAF inh 3, S100A4 MyoIIA 8, RAD54 inh 4, E-sel inducer 0.0, EWS-Fli inh -5, Xi reactivation -0.1, FN deposit inh 6 and RAD52 anneal inh -17.
Screening CC1CCN(C(=O)Cn2cc([N+](=O)[O-])ccc2=O)c2ccccc2S1 (configuration not stated) returned esBAF inh -2, S100A4 MyoIIA -9, RAD54 inh 2, E-sel inducer -1.5, EWS-Fli inh -6, Xi reactivation 0.3 and RAD52 anneal inh -1.
`Cc1cc(C(=O)CN2C(=O)c3ccccc3S2(=O)=O)c(C)n1C(C)C` gave esBAF inh -67, S100A4 MyoIIA -6, RAD54 inh -7, E-sel inducer 3.4, EWS-Fli inh 73*, Xi reactivation 0.3, FN deposit inh 0 and RAD52 anneal inh -20.
`Cc1cc(NC(=O)CN(C)CC(=O)Nc2ccc(Cl)c(C(F)(F)F)c2)no1` gave esBAF inh 8, S100A4 MyoIIA 1, RAD54 inh -5, E-sel inducer -1.0, EWS-Fli inh 6, Xi reactivation -0.1, FN deposit inh -5 and RAD52 anneal inh -6.
For CC(C)CCN1CCN(C2CCN(c3ccc4c(c3)OCO4)CC2)CC1CCO (configuration not stated) the results were S100A4 MyoIIA -9, RAD54 inh 9, E-sel inducer 0.0, EWS-Fli inh 0, Xi reactivation 0.0, FN deposit inh 0 and RAD52 anneal inh -11.
O=C(NCCCCc1ccccc1)Nc1ccc(F)cc1 was read as S100A4 MyoIIA -1, RAD54 inh -1, EWS-Fli inh -9, Xi reactivation 0.2, FN deposit inh 5 and RAD52 anneal inh -3.
For Cc1ccc(-c2n[nH]c(=S)n2/N=C/c2cccs2)cc1 the results were esBAF inh -3, S100A4 MyoIIA 2, RAD54 inh -3, E-sel inducer 1.0, EWS-Fli inh 8, Xi reactivation 0.2, FN deposit inh 5 and RAD52 anneal inh -17.
`O=C(NC(=S)N1CCN(c2ccc(F)cc2)CC1)C12CC3CC(CC(C3)C1)C2` gave S100A4 MyoIIA 0, EWS-Fli inh -5, Xi reactivation 0.1, FN deposit inh -3 and RAD52 anneal inh -7.
`O=C(Nc1ccc(F)cc1)c1cccnc1N1CCCCC1` gave esBAF inh -4, S100A4 MyoIIA -7, EWS-Fli inh 4 and RAD52 anneal inh 0.
Cc1ccccc1-c1ccc2c(c1)O[C@@H](CN(C)C(=O)Nc1ccc(F)cc1)[C@@H](C)CN([C@@H](C)CO)S2(=O)=O was read as esBAF inh 5, S100A4 MyoIIA -1, RAD54 inh 6, E-sel inducer -0.2, EWS-Fli inh 6, Xi reactivation -0.9 and RAD52 anneal inh 21.
For Cc1noc(C)c1S(=O)(=O)Nc1cccc2c1O[C@H](CN(C)CC1CCCCC1)[C@H](C)CN([C@H](C)CO)C2=O the results were esBAF inh -1, S100A4 MyoIIA -4, RAD54 inh -1, E-sel inducer -3.5, EWS-Fli inh -2, Xi reactivation -0.5, FN deposit inh -11 and RAD52 anneal inh -9.
Screening C=CCNC(=S)NNC(=O)COc1ccc(Cl)cc1Cl returned S100A4 MyoIIA 4, E-sel inducer 0.3, EWS-Fli inh -3, Xi reactivation 0.1, FN deposit inh -3 and RAD52 anneal inh -12.
Screening Cc1ccc(C)c(C(=O)C(C)OC(=O)CN2C(=O)NC3(CC(C)CC(C)(C)C3)C2=O)c1 (configuration not stated) returned esBAF inh -4, S100A4 MyoIIA -1, RAD54 inh -9, E-sel inducer -0.3, Xi reactivation 0.0, FN deposit inh 7 and RAD52 anneal inh -6.
`COc1ccccc1N1CCN(Cc2nc3ccccc3[nH]2)CC1` gave esBAF inh 3, S100A4 MyoIIA 1, RAD54 inh -6, EWS-Fli inh 12, FN deposit inh 0 and RAD52 anneal inh -20.
Cc1[nH]nc2c1C(c1ccc(Br)cc1)NC2=O (configuration not stated) was read as S100A4 MyoIIA 0, E-sel inducer -0.2, EWS-Fli inh -24, Xi reactivation -0.1, FN deposit inh 3 and RAD52 anneal inh -6.
For CC(C)[C@H](NC(=O)C1CC(=O)N(c2ccc(F)cc2)C1)C(=O)N1CCCCC1 (some centres not stated) the results were esBAF inh -3, S100A4 MyoIIA 3, RAD54 inh 5, EWS-Fli inh 5, Xi reactivation 0.0, FN deposit inh 3 and RAD52 anneal inh -11.
`CCOc1ccc(NC(=S)N(CCN2CCOCC2)Cc2ccc3c(c2)CCCN3CC)cc1` gave esBAF inh 0, S100A4 MyoIIA -13, RAD54 inh 2, E-sel inducer 3.3, EWS-Fli inh 5, Xi reactivation 0.1, FN deposit inh -4 and RAD52 anneal inh 7.
For CC(C)(C)OC(=O)C[C@@H]1C/C=C\C[C@H](CC(=O)N[C@@H](CO)Cc2ccccc2)C(=O)N[C@H](C(C)(C)C)COC1=O the results were esBAF inh 1, S100A4 MyoIIA 2, RAD54 inh -2, E-sel inducer -0.2, EWS-Fli inh 3, Xi reactivation 0.0, FN deposit inh -7 and RAD52 anneal inh -10.
`COc1ccc(N(CC(=O)N/N=C/c2ccccc2OC)S(=O)(=O)c2ccccc2)cc1` gave esBAF inh 3, S100A4 MyoIIA -9, RAD54 inh 7, E-sel inducer 0.0, EWS-Fli inh 8, Xi reactivation 0.0, FN deposit inh -5 and RAD52 anneal inh -11.
Screening COC(=O)c1ccc(/C=N/n2c(C)nc3ccccc3c2=O)cc1 returned S100A4 MyoIIA 0, EWS-Fli inh -8, Xi reactivation 0.0, FN deposit inh -2 and RAD52 anneal inh -6.
Screening CN1c2ccc(-c3cccc(C#N)c3)cc2[C@@H]2[C@@H](CCN2C(=O)Cc2ccccn2)[C@@H]1CO returned esBAF inh 7, S100A4 MyoIIA 1, RAD54 inh 1, E-sel inducer 0.1, EWS-Fli inh -11, Xi reactivation 0.0, FN deposit inh 3 and RAD52 anneal inh 15.
For CN1CCc2c(sc(NC(=O)C3CCCCC3)c2C(N)=O)C1 the results were esBAF inh -3, S100A4 MyoIIA 0, RAD54 inh -2, EWS-Fli inh -18, Xi reactivation 0.0, FN deposit inh -8 and RAD52 anneal inh -6.
Screening CC(C)CC1C(=O)N(Cc2cn(Cc3ccco3)nn2)CCS(=O)(=O)N1Cc1ccc(-c2ccc(Cl)c(Cl)c2)cc1 (configuration not stated) returned esBAF inh -10, S100A4 MyoIIA -3, RAD54 inh 8, EWS-Fli inh 10, Xi reactivation 0.2, FN deposit inh 9 and RAD52 anneal inh -24.
Screening O=C(C[C@H]1CC[C@H]2[C@@H](COC[C@@H](O)CN2C(=O)Nc2ccccc2)O1)NCCc1ccncc1 returned esBAF inh 10, S100A4 MyoIIA -5, RAD54 inh 7, E-sel inducer -0.1, EWS-Fli inh -13, Xi reactivation inconclusive, FN deposit inh -3 and RAD52 anneal inh -4.
Cc1ccccc1Nc1nc(N)nc(CSc2ccc(F)cc2)n1 was read as esBAF inh inconclusive, S100A4 MyoIIA -1, RAD54 inh -2, E-sel inducer 2.6, EWS-Fli inh -73, Xi reactivation 0.0, FN deposit inh -11 and RAD52 anneal inh -19.
Screening CC1=C(C#N)C(C)(C)C(C#N)=C(C)N1 returned esBAF inh -5, S100A4 MyoIIA -1, RAD54 inh -1, EWS-Fli inh -1, Xi reactivation 0.0, FN deposit inh 5 and RAD52 anneal inh -6.
For Cc1ccccc1CN1CCN(C(=O)c2ccco2)CC1 the results were esBAF inh 12, S100A4 MyoIIA 0, RAD54 inh -2, E-sel inducer -0.2, EWS-Fli inh 1, Xi reactivation 0.3, FN deposit inh 3 and RAD52 anneal inh -6.
For CS(=O)(=O)N1CCCCN2[C@@H](CO)[C@@H](c3ccc(-c4cccc(C#N)c4)cc3)[C@@H]2C1 the results were esBAF inh 4, S100A4 MyoIIA -15, RAD54 inh 1, E-sel inducer 0.4, EWS-Fli inh -8, Xi reactivation 0.3 and RAD52 anneal inh -18.
`C[C@H](NC(=O)CCCOc1ccc(Cl)cc1Cl)c1nnc2ccccn12` gave esBAF inh 0, S100A4 MyoIIA -9, RAD54 inh -4, E-sel inducer 0.8, Xi reactivation 0.0, FN deposit inh -1 and RAD52 anneal inh -10.
O=C(C[C@H]1C[C@H]2c3cc(NC(=O)CC4CC4)ccc3O[C@H]2[C@@H](CO)O1)NCc1ccc2c(c1)OCO2 was read as esBAF inh -11, S100A4 MyoIIA -10, RAD54 inh -2, E-sel inducer -0.4, EWS-Fli inh 5, Xi reactivation 0.4, FN deposit inh -11 and RAD52 anneal inh 7.
Screening CCn1c(SCC(=O)NC2=NCCS2)nnc1C(C)NC(=O)c1ccccc1Br (configuration not stated) returned esBAF inh -2, S100A4 MyoIIA 5, RAD54 inh -4, EWS-Fli inh -3, Xi reactivation 0.2, FN deposit inh 3 and RAD52 anneal inh -28.
O=C(O)c1ccccc1C(=O)NCc1c(Cl)cccc1Sc1ccc(Cl)cc1 was read as esBAF inh -1, S100A4 MyoIIA -1, RAD54 inh 7, E-sel inducer 0.3, EWS-Fli inh 3, Xi reactivation 0.1, FN deposit inh -3 and RAD52 anneal inh -6.
For Cc1noc(C)c1NC(=O)Nc1ccc2c(c1)CC(=O)N([C@H](C)CO)C[C@@H](C)[C@H](CN(C)Cc1ccc3c(c1)OCO3)O2 the results were esBAF inh 4, S100A4 MyoIIA -32, RAD54 inh -4, EWS-Fli inh 2, Xi reactivation -1.0 and RAD52 anneal inh 8.
`Cc1cc(NC(=O)CSc2nccn2-c2cccc(F)c2)no1` gave S100A4 MyoIIA -4, E-sel inducer 6.8, EWS-Fli inh -2, Xi reactivation 0.0, FN deposit inh -4 and RAD52 anneal inh -4.
For CC(C)(C)C(Cn1ccnc1)NC(=O)c1ccc2nc(C3CC3)oc2c1 (configuration not stated) the results were esBAF inh 10, S100A4 MyoIIA -2, RAD54 inh -5, E-sel inducer -0.4, Xi reactivation 0.0 and RAD52 anneal inh -3.
Screening O=C(NCCO)c1cccc(-c2cccc3nncn23)c1 returned esBAF inh -7, S100A4 MyoIIA -5, RAD54 inh 6, E-sel inducer 0.0, EWS-Fli inh -9, Xi reactivation -0.1, FN deposit inh -1 and RAD52 anneal inh 21.
Screening O=[N+]([O-])c1c(N2CCN(CCO)CC2)nc2ccccn12 returned esBAF inh -8, S100A4 MyoIIA 1, RAD54 inh -4, E-sel inducer -0.1, EWS-Fli inh -10, Xi reactivation 0.0, FN deposit inh 5 and RAD52 anneal inh -2.
CC(=O)C1=C(NC(=O)c2ccc(C(F)(F)F)cc2)C[C@@H]2[C@H]1C2(C)C was read as esBAF inh -1, S100A4 MyoIIA -3, RAD54 inh 2, EWS-Fli inh 6, Xi reactivation 0.3, FN deposit inh -8 and RAD52 anneal inh -13.
